Screening data deposited in PubChem by several laboratories.
Arrestin-AP2 inh = inhibitors of beta-arrestin/AP2 binding, primary screen, biochemical, GPCR trafficking, flow cytometry | beta-arrestin 1 C-terminal peptide binding to AP2 beta2-adaptin appendage (human) | FITC-arrestin peptide / GST-AP2 beads; AP2 beta2 appendage carries R879A mutation | inhibition, % at 10 µM | 340,000 compounds, 0.31% hits;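 active = inhibition above a set limit, near 3 SD of compounds lacking own fluorescence, cut at about 54% in these data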;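 note: plate controls were DMSO wells for no effect and 5 µM unlabelled arrestin peptide for full effect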
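Test system: GST-tagged AP2 beta2-adaptin appendage (R879A) on 4 µm glutathione beads; also added: fluorescein-tagged arrestin peptide at 50 nM final; timing: 12 min plus 1 h, RT; signal: flow cytometry, FL1 (488/535 nm); read-out: percent drop in bead-associated FITC signal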
C-LANA FP = inhibitors of KSHV C-LANA binding to DNA, primary screen, biochemical, fluorescence polarization, FAM-LBS DNA, MBP-C-LANA, single point | AID 504423, 2011 | 340,000 compounds, 0.078% hits | Kaposi's sarcoma herpesvirus LANA C-terminal domain (residues 932-1162) DNA binding | inhibition, % at 9 µM;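 active = highest replicate inhibition at or above 60% at 9 µM, even if other replicates fall short; inactive = all replicates below 60% inhibition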;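 note: 0% = neutral control wells and 100% = 4 µM acridine orange control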
Keap1 Nrf2 FP = Keap1-Nrf2 protein-protein interaction inhibitors, primary screen, biochemical, fluorescence polarization, single point | Kelch-like ECH-associated protein 1 (Homo sapiens), Q14145 | Keap1 Kelch-Nrf2 peptide fluorescence polarization, 1536-well | inhibition, % at 9.4 µM | 340,000 compounds, 0.15% hits | AID 504523, 2011; in the data active = inhibition above about 12%;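 note: human Keap1 Kelch domain with fluorescein labeled Nrf2 9mer peptide probe; 0% = neutral control wells and 100% = peptide positive control; higher means more block of Keap1 binding to Nrf2 peptide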
DAGLB inhibitor = DAGLB lipase inhibitors, primary screen, biochemical, fluorescence, HTS; HEK293T DAGLB membrane lysate, EnzChek fluorogenic substrate; inhibition, % at 5.17 µM; 340,000 compounds, 0.059% hits; AID 504411, 2011; in the data active = inhibition above about 34%;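 note: 0% = enzyme with vehicle and 100% = wells lacking enzyme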
Target sequence (Q8NCG7 whole entry, looked up): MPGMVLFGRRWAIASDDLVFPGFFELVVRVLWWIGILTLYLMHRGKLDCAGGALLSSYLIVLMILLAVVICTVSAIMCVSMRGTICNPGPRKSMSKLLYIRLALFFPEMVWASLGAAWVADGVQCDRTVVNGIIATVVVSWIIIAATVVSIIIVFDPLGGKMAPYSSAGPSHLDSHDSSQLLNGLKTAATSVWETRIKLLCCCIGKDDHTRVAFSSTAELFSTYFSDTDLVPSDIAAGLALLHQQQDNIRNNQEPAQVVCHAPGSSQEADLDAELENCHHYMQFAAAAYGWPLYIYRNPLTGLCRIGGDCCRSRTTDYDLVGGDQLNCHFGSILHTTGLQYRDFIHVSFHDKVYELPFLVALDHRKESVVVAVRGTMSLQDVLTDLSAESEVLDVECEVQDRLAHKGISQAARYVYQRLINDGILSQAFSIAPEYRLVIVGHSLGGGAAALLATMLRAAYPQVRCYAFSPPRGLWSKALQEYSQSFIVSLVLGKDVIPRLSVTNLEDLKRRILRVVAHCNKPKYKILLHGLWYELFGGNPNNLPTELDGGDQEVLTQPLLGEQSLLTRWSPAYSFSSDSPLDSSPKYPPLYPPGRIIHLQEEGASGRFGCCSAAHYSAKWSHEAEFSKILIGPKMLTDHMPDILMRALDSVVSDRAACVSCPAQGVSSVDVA
Cardiac RTF inh = cardiac RTF calcium sensitivity inhibitors, primary screen, biochemical, IANBD-TnC fluorescence, EC70 calcium; IANBD-labeled cardiac RTF, Ca2+ fluorescence; AID 493244, 2011; 340,000 compounds, 0.12% hits; inhibition, % at 7.15 µM; Troponin I, cardiac muscle (Homo sapiens) + Troponin T, cardiac muscle (Homo sapiens) + …;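 active = inhibition above the mean inhibition of all tested compounds plus 3 SD, cut at about 17% in these data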;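 note: assay run at fixed EC70 calcium of 1.6 mM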
Pemphigus Ab inh = inhibitors of pemphigus antibody binding to DSG3, primary screen, biochemical, bead-based, flow cytometry, scFv-GFP. binding (percent of control), % at 10 µM. Desmoglein-3 (Homo sapiens), P32926. 310,000 compounds, 0.48% hits. AID 588358, 2011. DSG3-coupled beads, scFv-anti-DSG3-GFP binding; hits give low values;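 active = binding more than 3 SD below its plate's average and above zero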;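 note: hits lower antibody fragment binding to DSG3; some compounds called inactive have numbers as strong as hits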
CAL PDZ FP-1 = untagged CAL PDZ binding inhibitors, primary screen, biochemical, fluorescence polarization, HTS; purified CAL PDZ, TMR-peptide fluorescence polarization, 1 h; inhibition, % at 24.9 µM; 300,000 compounds, 0.92% hits; AID 602252, 2012;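 active = mean inhibition of at least 30% with at least half of replicates also reaching 30%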;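 note: 0% = DMSO neutral control and 100% = excess unlabeled competitor peptide PRC23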
CAL PDZ FP-2 = CAL PDZ peptide-binding inhibitors, primary screen, biochemical, fluorescence polarization, Cer-tagged CAL PDZ, HTS; inhibition, % at 20 µM; Golgi-associated PDZ and coiled-coil motif-containing protein (Homo sapiens), Q9HD26; 330,000 compounds, 0.02% hits; purified CAL PDZ, TMR-peptide fluorescence polarization, 1 h; AID 504414, 2011;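 active = highest replicate inhibition of at least 40%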;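 note: plate controls were DMSO neutral control wells for no effect and unlabeled competitor peptide control wells for full effect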
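material = purified tagged CAL PDZ domain construct (CerCALP) | buffer or medium = sodium phosphate/NaCl buffer pH 7.4 with TCEP, IgG, Thesit | reagent = TMR-labelled reporter peptide T*-PRC34 bound in PDZ groove | incubation = 1 h room-temperature incubation prior to read | measured by = fluorescence polarization (mP) | evaluation = percent inhibition from loss of millipolarization | control set = unlabelled peptide and DMSO controls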
NSD2 inh = NSD2 histone methyltransferase inhibitors, primary screen, biochemical, AlphaScreen, single concentration, set 2; Histone-lysine N-methyltransferase NSD2 (Homo sapiens), O96028; NSD2 peptide methylation, 120 min; inhibition, % at 12.5 µM; 310,000 compounds, 0.54% hits; in the data active = inhibition above about 50%
V-ATPase pH = regulators of yeast V-ATPase proton pumping, primary screen, pHLuorin cytosolic pH fluorescence; S. cerevisiae; response, % at 10 µM; 350,000 compounds, 0.37% hits; in the data active = response mostly above about 7.3%, no sharp cut-off; inactive = mostly below about 5.4%; note: actives read high; inactives centre near 0; some compounds called inactive have numbers as strong as hits
Numbers without * were called inactive; nt = no result given.

Below each compound – V-ATPase pH, NSD2 inh, Arrestin-AP2 inh, Pemphigus Ab inh, CAL PDZ FP-1, Cardiac RTF inh, DAGLB inhibitor, CAL PDZ FP-2, Keap1 Nrf2 FP, C-LANA FP
1) CCC(C)(C)n1nnnc1C(c1ccc(OC)c(OC)c1)N1CCN(c2ccc(F)cc2)CC1 (centres undefined)
 : -1, 2, -9, 101, 6, -4, 1, 1.0, 4, 0.1
2) Cc1cccc[n+]1CC(=O)Nc1ccc([N+](=O)[O-])cc1
 : 1, -2, -5, 125, -4, -3, 0, 1.3, 1, 1.0
3) Cc1ccc(CC(=O)N2CCN(C(=O)C3CCCO3)CC2)cc1 (centres undefined)
 : -1, 2, 52, 101, nt, 2, 2, -1.9, -2, -0.3
4) Cn1c(=O)c2sccc2n2c(CCCC(=O)NCc3ccco3)nnc12
 : 1, 2, 22, 105, -4, -16, 1, -1.8, -3, -0.7
5) COc1ccc(Cl)cc1NC(=O)CSc1nnc(-c2ccncc2)n1CC1CCCO1 (centres undefined)
 : 5, -1, 10, nt, -7, 3, 2, -1.2, -4, -0.2
6) COCCN(Cc1nc2ccccc2c(=O)[nH]1)C(=O)COc1c(C)cc(Cl)cc1C
 : -2, 0, 7, 95, -6, -6, -1, -0.7, -4, -0.1
7) CCCc1cc(=O)[nH]c(SCC(=O)NC(=O)c2ccccc2)n1
 : 2, 2, 31, 103, nt, 1, -2, -2.4, 1, 1.3
8) COc1ccc(CCNC2CC(=O)N(CCc3ccc(OC)c(OC)c3)C2=O)cc1 (centres undefined)
 : 2, -2, 5, 108, -2, 3, 1, -0.9, -1, -0.5
9) Cn1nc(-c2ccc(C(=O)N3CCN(Cc4ccccc4)CC3)cc2)c2ccccc2c1=O
 : 4, 1, 12, 100, -2, -8, 2, -0.7, -4, 2.3
10) COc1ccc(C(=O)/C=C2\NCCc3cc(OC)c(OC)cc32)cc1OC
 : 8, 14, 39, 106, -1, -14, -2, 0.5, -3, -0.1
11) C[n+]1cc(-c2ccccc2)n2c1CCCCC2
 : 2, -4, -5, 102, nt, -5, 2, -0.9, 0, -0.7
12) CC(CN1c2ccccc2Sc2ccccc21)N(C)C (centres undefined)
 : -1, nt, 3, 110, -4, 14, 2, -0.1, 0, 0.3
13) CCOC(=O)Cn1c(C)c(Br)c(COC)c(C#N)c1=O
 : -2, nt, -8, nt, 1, 0, 0, 0.6, 4, 3.6
14) CCOc1ccc(NS(=O)(=O)c2ccc3[nH]c(=O)[nH]c3c2)cc1
 : 3, 2, -3, 102, -2, 2, -2, -0.4, -6, -0.9
15) O=C(CSc1nnc2c(n1)[nH]c1ccccc12)Nc1ccc(N2CCOCC2)cc1
 : -5, -1, 3, 94, 0, 3, 1, -0.1, 2, 1.5
16) COc1cc(OC)cc(-c2ncc3ccccn23)c1
 : 0, 1, -1, 109, -3, 5, 2, 0.2, -4, 1.6
17) CC(Sc1nc2ccccc2s1)C(=O)N(C)Cc1ccccc1 (centres undefined)
 : -1, -5, -15, 111, 0, -17, -7, -2.8, -4, 0.7
18) COC(=O)c1ccccc1NC(=O)c1onc(C)c1Cl
 : 2, -2, 36, 105, 0, 2, -3, -0.1, 0, -0.7
19) Cc1cccn2c(=O)nc(SCC(=O)N3CCC(C)CC3)nc12
 : -1, -2, -3, 103, 0, 0, -2, -1.4, 1, 0.0
20) O=C(CSc1nnc(Nc2ccccc2)s1)NCc1ccco1
 : 5, -2, 12, 98, -2, -2, 0, nt, -4, 0.7
21) NC(=O)C1(N2CCCCC2)CCN(C(=S)Nc2ccc(S(N)(=O)=O)cc2)CC1
 : -2, 0, 20, 100, nt, 0, -1, 0.9, -1, 0.4
22) Cc1ccc2c(C)c(C(=O)Nc3cccnc3)oc2c1
 : 0, -2, 21, 92, -8, 2, -2, nt, -1, -0.2
23) O=C(CSC1=NCCS1)Nc1ccc2ccccc2c1
 : -4, 0, 18, 85, -3, -3, -5, -3.0, -3, -1.5
24) CCOC(=O)C1(Cc2cccc(Cl)c2)CCCN(C(=O)c2ccnn2C)C1 (centres undefined)
 : -3, -2, 2, 101, 41*, -10, 0, -1.0, 5, -0.7
25) Cc1ccc(-n2c(=O)c3c(n4cnnc24)-c2ccccc2CC32CCCCC2)cc1
 : 3, 1, -12, 113, -19, -5, 1, -1.2, -3, -0.1
26) O=c1c2ccccc2nc(/C=C/c2cccnc2)n1CCc1ccccc1
 : -1, -2, -6, 94, 2, -1, 1, 0.4, -3, -1.5
27) COc1ccc(C2c3[nH]c4ccccc4c3C[C@H]3C(=O)N(CC(C)C)CC(=O)N23)c(OC)c1 (some centres undefined)
 : 2, 7, -2, 97, 8, 3, 0, -0.8, -4, 0.4
28) Cc1cccc(NC(=S)Nc2ccccn2)c1
 : 4, 1, 35, 98, -3, -6, -3, -0.3, 1, 1.5
29) COc1ccc(CN(C(=O)c2ccco2)C2CC(C)N(C)CC2C)cc1 (centres undefined)
 : 1, 4, 3, 103, 1, -34, 0, -1.0, -5, -1.3
30) O=C(CN1CCOCC1)N1CCOCC1
 : -1, 0, 3, nt, -1, 0, -3, -0.8, -3, -0.3

3 compounds already listed, arranged by the number in DAGLB inhibitor, low to high:
Below each compound – V-ATPase pH, NSD2 inh, Arrestin-AP2 inh, Pemphigus Ab inh, CAL PDZ FP-1, Cardiac RTF inh, DAGLB inhibitor, CAL PDZ FP-2, Keap1 Nrf2 FP, C-LANA FP
30) O=C(CN1CCOCC1)N1CCOCC1
 : -1, 0, 3, nt, -1, 0, -3, -0.8, -3, -0.3
22) Cc1ccc2c(C)c(C(=O)Nc3cccnc3)oc2c1
 : 0, -2, 21, 92, -8, 2, -2, nt, -1, -0.2
16) COc1cc(OC)cc(-c2ncc3ccccn23)c1
 : 0, 1, -1, 109, -3, 5, 2, 0.2, -4, 1.6

Additional records follow:
Below each compound – V-ATPase pH, NSD2 inh, Arrestin-AP2 inh, Pemphigus Ab inh, CAL PDZ FP-1, Cardiac RTF inh, DAGLB inhibitor, CAL PDZ FP-2, Keap1 Nrf2 FP, C-LANA FP
31) Cc1cccc(OCC(=O)OCC(=O)N(CC(C)C)c2c(N)n(Cc3ccccc3)c(=O)[nH]c2=O)c1C
 : 4, 1, -4, 105, 2, 6, 4, -1.8, -5, -0.3
32) CCCN(CC(=O)Nc1ccccc1OC)C(=O)c1ccc(COc2ccccc2)o1
 : -3, -1, 6, 97, 4, 1, -2, -0.9, -3, -0.5
33) Cc1cc(C(=O)NC2=NCCS2)c2ccccc2n1
 : 1, 2, -12, 103, -3, 2, 2, -3.2, -4, -0.7
34) Cc1ccc(N(C)S(=O)(=O)c2cccc(C(=O)N(C)Cc3cnn(-c4ccccc4)c3)c2)cc1
 : -1, -1, 13, 98, -4, -4, -3, -3.3, -7, -0.9
35) CN1C(=O)CSc2ccc(NC(=O)N3CCN(c4ccccc4)CC3)cc21
 : 1, 1, 8, 84, -2, 6, -1, -2.0, -5, -0.6
36) O=C(N/C(=C/c1ccccc1F)C(=O)N1CCCCC1)c1ccccc1
 : 3, -2, 24, 109, -7, -5, -3, -3.2, -3, -0.7
37) O=C(N/N=C/C=C\c1ccccc1[N+](=O)[O-])c1cccnc1
 : 1, 0, -9, nt, -6, -5, 1, -0.7, -1, -0.4
38) Cc1ccc2c(c1)COc1c3ccc(C(=O)NC(C)C)cc3nn1-2
 : -1, nt, -1, 103, -2, -52, 1, -4.3, -4, -0.3
39) Cc1cc([N+](=O)[O-])nn1CC(=O)Nc1sc2c(c1C(N)=O)CCCC2
 : 0, nt, -6, 108, 1, 2, 3, 0.4, 1, -0.8
40) COC(=O)c1cnn2c(C(F)(F)F)cc(-c3ccc(F)cc3)nc12
 : -2, 1, -5, nt, 1, -2, 1, -0.9, -3, -0.4
41) CC(=O)N1c2ccc(S(=O)(=O)N3CCC(C(=O)N4CCN(c5ccccc5)CC4)CC3)cc2CC1C (centres undefined)
 : -1, 1, -24, 99, nt, 8, 1, -0.9, 0, -1.0
42) COc1ccc(C(=O)C2CCN(CC(=O)Nc3ccc(C)cc3)CC2)cc1
 : -2, -3, 19, nt, 1, -5, -6, -2.6, 0, -0.2
43) COc1ccc(NC(=O)c2cccc(S(=O)(=O)N3CCCC3)c2)cc1OC
 : 5, 0, -10, 101, 77*, -3, 2, 0.4, 0, 0.9
44) COc1ccccc1OCC(=O)Nc1cc(S(=O)(=O)N2CCCCC2)ccc1N1CCCCC1
 : 3, 3, -2, nt, 2, 6, -9, -0.4, -3, 0.1
45) NS(=O)(=O)c1ccc(CCNCc2cccnc2)cc1
 : -4, -3, -2, 96, -1, -1, 3, -1.3, -4, 0.9
46) COc1ccc(S(=O)(=O)N(C)CC(=O)NCc2ccccn2)cc1
 : -3, -3, -5, 123, -3, -15, 0, -2.8, -5, -1.2
47) CCOC(=O)c1cc2ccc(OC)cc2oc1=O
 : -1, 3, 4, 97, 5, -9, 1, -2.7, 4, 1.3
48) O=c1[nH]cnc2c1ncn2[C@H]1CC[C@@H](CO)O1
 : 1, nt, 18, 89, -3, -5, 1, -0.2, 0, -1.5
49) O=C(CSc1nnc(CNC(=O)c2ccccc2F)o1)Nc1cccc(C(F)(F)F)c1
 : 0, -1, 2, 104, -1, -9, -3, -1.6, 0, -0.4
50) CC(=O)Nc1nn(C)c2nc3cc(C)ccc3cc12
 : 3, 4, 3, 76, -4, -7, 1, -2.9, -1, -1.2

Only part of the results is shown, so the mix of outcomes need not match the whole.
